Assay outcomes as filed in PubChem BioAssay.
TDP-43 yeast inh: rescues yeast growth from TDP-43 toxicity; Potency, µM (doses to about 46.1 µM), for inactives: at the highest dose growth rescue (activation), actives largely listed as activators; 1.8% of 410,000 active; TDP-43 expressing yeast growth rescue, BacTiter-Glo, 24 h; further: % of control where 0% means no effect; nearly all actives have a fitted effect of over 50% in size
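Cell-based yeast growth screen: TDP-43 expression induced in galactose, inoculum OD600=0.02 after raffinose pregrowth to mid-log. Read-out BacTiter-Glo luminescence at 24 hr, 30 deg C; inhibition of toxicity seen as signal increase.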
aSyn rescue: alpha-synuclein toxicity inhibition in yeast; Yeast expressing alpha-synuclein, growth rescue, BacTiter-Glo, 24 h; Potency, µM (highest dose often 46.1 µM), for inactives: at the top dose growth rescue (activation), hits mostly activators; 0.14% of 370,000 active; further: % of control where 0% means no effect; nearly all actives have a fitted effect of over 65% in size
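Galactose-induced alpha-syn yeast (OD600=0.02, raffinose-pregrown) + pinned cpd, 24 hr, 30 deg C; growth by BacTiter-Glo luminescence. Growth restoration scores as activation.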
EPAC1 ag: activates human EPAC1 exchange factor. 0.073% of 360,000 active. EPAC1 agonist qHTS, biochemical assay; response scale: 100% = response to 6.5 mM cAMP. O95398. Potency, µM (titrated, usually from 154 µM), for inactives: at the top dose activation, most hits filed as activators; further: nearly all actives have a fitted effect of over 60% in size
Target sequence (O95398 whole entry, looked up): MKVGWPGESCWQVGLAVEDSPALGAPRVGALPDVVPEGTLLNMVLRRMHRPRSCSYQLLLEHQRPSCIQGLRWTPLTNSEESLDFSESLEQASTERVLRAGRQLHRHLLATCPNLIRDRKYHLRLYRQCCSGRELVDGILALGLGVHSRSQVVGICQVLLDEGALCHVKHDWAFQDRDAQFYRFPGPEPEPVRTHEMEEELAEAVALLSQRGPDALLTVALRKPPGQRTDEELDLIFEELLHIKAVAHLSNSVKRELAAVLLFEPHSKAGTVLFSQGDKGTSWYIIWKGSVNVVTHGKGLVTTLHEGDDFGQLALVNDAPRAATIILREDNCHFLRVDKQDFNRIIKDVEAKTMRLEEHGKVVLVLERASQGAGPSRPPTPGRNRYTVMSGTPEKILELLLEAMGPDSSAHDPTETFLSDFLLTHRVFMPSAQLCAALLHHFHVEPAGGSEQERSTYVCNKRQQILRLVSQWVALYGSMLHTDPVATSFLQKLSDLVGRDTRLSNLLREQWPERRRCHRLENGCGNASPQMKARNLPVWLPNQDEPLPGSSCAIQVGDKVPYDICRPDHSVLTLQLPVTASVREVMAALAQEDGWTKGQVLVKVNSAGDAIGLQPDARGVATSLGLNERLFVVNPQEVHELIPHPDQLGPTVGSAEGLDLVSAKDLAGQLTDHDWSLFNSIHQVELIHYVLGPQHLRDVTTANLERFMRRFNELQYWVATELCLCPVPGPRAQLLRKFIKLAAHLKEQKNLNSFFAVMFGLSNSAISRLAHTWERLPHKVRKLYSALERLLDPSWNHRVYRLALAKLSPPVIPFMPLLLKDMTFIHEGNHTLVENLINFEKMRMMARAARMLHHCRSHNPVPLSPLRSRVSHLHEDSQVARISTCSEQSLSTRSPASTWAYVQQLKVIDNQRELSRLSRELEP
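Compounds were pinned as a concentration titration into mixtures of EPAC1 (100 nM), BODIPY-GDP-loaded Rap1B (250 nM) and GDP (50 uM). After 5 min at room temperature, fluorescence was followed for 30 min; activity was scaled to 6.5 mM cAMP.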
EPAC1 antagonist: blocks human EPAC1 exchange factor; O95398; EPAC1 GEF assay, Rap1b-BODIPY-GDP exchange fluorescence; Potency, µM (doses to about 115 µM), for the others: at the top dose activity change, negative = inhibition, hits mostly inhibitors; 0.14% of 360,000 active;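 further: plate controls were vehicle for no effect and positive control for full effect; nearly all actives have a fitted effect of over 50% in size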
EPAC2 ag: activates human EPAC2 exchange factor; Q8WZA2; EPAC2 activation, biochemical qHTS; response scale: 100% = 6.5 mM cAMP response; Potency, µM (series often up to 154 µM), inactives show at the highest dose activation, hits mostly activators; 0.079% of 360,000 active; further: nearly all actives have a fitted effect of over 50% in size
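Compounds were added across a concentration range to EPAC2 (100 nM), RAP1B-BODIPY-GDP (250 nM) and GDP (50 uM). After 5 min at room temperature, fluorescence was recorded at 5-min intervals for 30 min.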
PTHR1 ag: PTHR1 (human) receptor agonism. Q03431. HEK293 GP2 PTHR1 cells, GloSensor cAMP luminescence, 1 h. Potency, µM (series often up to 115 µM), for the others: at the top dose activation, actives largely listed as activators. 0.075% of 410,000 active; further: nearly all actives have a fitted effect of over 55% in size; some results filed as inactive show a strong effect at the top dose; inactives centre near -15; many of its hits are not listed in these tables
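HEK-293-derived GP2 cells expressing PTHR1 and a GloSensor cAMP reporter, 3,000/well, plated overnight, given luciferin plus IBMX (each 0.5 mM as added) for 1 h at 37 °C, then compound for 1 h at 37 °C. Luminescence was read after 15 min at room temperature.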
EPAC2 antag: antagonists of human EPAC2; Q8WZA2; EPAC2 GEF exchange of Rap1B-BODIPY-GDP, fluorescence; Potency, µM (titrated, usually from 114 µM), without a hit: at the top dose activity, negative = inhibition, hits mostly inhibitors; 0.18% of 360,000 active; AID 720708; further: on the % scale 0 is the no-effect control and ±100 the full control effect; nearly all actives have a fitted effect of over 45% in size; many of its hits are not listed in these tables
FUS yeast rescue: rescues growth of FUS-expressing yeast | 0.24% of 390,000 active | Potency, µM (highest dose often 76.6 µM), inactives show at the highest dose growth rescue (activation), hits mostly activators | S. cerevisiae FUS-expressing, growth rescue, OD600, 24 h;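 further: plate controls were DMSO vehicle for no effect and reference control for full effect; nearly all actives have a fitted effect of over 55% in size; some results filed as inactive show a strong effect at the top dose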
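Restored growth of FUS-toxic S. cerevisiae, read as 600 nm absorbance after 24 h at 30C in galactose medium (starting OD 0.005). Controls CP55940 and DMSO.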
An asterisk follows results filed as active; i = inactive; u = inconclusive; x = not tested or not shown; & = joins results of further samples; [ ] = remark or other dose. The call rests on the fitted dose curve; in most records, active means well fitted curve in the direction sought with a large enough effect; inconclusive means small, poorly fitted or top-dose-only effect, or another doubt; inactive means no such curve, though single readings can be large; an effect the other way counts as inactive or inconclusive. Potency means the concentration at half of the fitted maximal effect.

A first look (4 entries):
SMILES	TDP-43 yeast inh	aSyn rescue	EPAC1 ag	EPAC1 antagonist	EPAC2 ag	PTHR1 ag	EPAC2 antag	FUS yeast rescue
CC(C)C[C@H]1CN=C(N(C)C)N1CCCCc1ccccc1	6%	-1%	-14%	-19%	2%	i	-1%	-27%
CN(Cc1ccccc1)C(=O)N1CCOCC1	7%	0%	3%	8%	0%	i	8%	-32%
COc1ccc2cc(C3C(C#N)=C(N)OC(C)=C3C(C)=O)c(Cl)nc2c1 (centres undefined)	17%	1%	4%	-17%	3%	-21%	1%	9%
COc1ccc(CN2CCN(Cc3cc(=O)oc4cc(C)ccc34)CC2)c(OC)c1OC	-11%&-8%	1%	-3%	18%	2%	-24%	-12%	29%&34%

Results, from the start:
SMILES	TDP-43 yeast inh	aSyn rescue	EPAC1 ag	EPAC1 antagonist	EPAC2 ag	PTHR1 ag	EPAC2 antag	FUS yeast rescue
CC(C)C[C@H]1CN=C(N(C)C)N1CCCCc1ccccc1	6%	-1%	-14%	-19%	2%	i	-1%	-27%
CN(Cc1ccccc1)C(=O)N1CCOCC1	7%	0%	3%	8%	0%	i	8%	-32%
COc1ccc2cc(C3C(C#N)=C(N)OC(C)=C3C(C)=O)c(Cl)nc2c1 (centres undefined)	17%	1%	4%	-17%	3%	-21%	1%	9%
COc1ccc(CN2CCN(Cc3cc(=O)oc4cc(C)ccc34)CC2)c(OC)c1OC	-11%&-8%	1%	-3%	18%	2%	-24%	-12%	29%&34%
CCOc1ccc(Cl)cc1S(=O)(=O)n1nnc2ccccc21	-3%	1%	2%	13%	8%	i	13%	7%
Cc1ccc(CNC(=O)CNC(=S)N(Cc2ccccc2)Cc2cccnc2)cc1	-4%	-5%	6%	-22%	-3%	-26%	-6%	28%
O=C(Nc1ccccc1C(=O)O)/C(=C/c1ccc([N+](=O)[O-])cc1)NC(=O)c1ccc(Br)o1	19%	-3%	5%	7%	7%	-1%	8%	-13%
Cc1cc(C)cc(-n2c(C)cc(/C=N/NC(=O)c3cccc([N+](=O)[O-])c3C)c2C)c1	-27%	-1%	2%	-15%	9%	i	-2%	u
CN1C2CCC1CC(NC(=O)CSCc1ccc(Cl)cc1Cl)C2 (centres undefined)	-4%	-9%	1%	-12%	3%	i	-7%	3%
O=C1C2C(C(=O)N1CCc1ccccc1)C1C=CC2C12CC2 (centres undefined)	2%	1%	-3%	9%	6%	-2%[57.5 µM]	2%	-6%
COc1ccc(CN(C)CC(=O)NC2CCCc3ccccc32)cc1OC (centres undefined)	-11%	2%	13%	19%	4%	-17%	-7%	17%
COCCCNC(=O)c1cc2cc([N+](=O)[O-])cc(OC)c2oc1=O	15%	14%	-3%	0%	-6%	1%	7%	-25%
CN(CC(=O)Nc1nc2ccc(F)cc2s1)S(=O)(=O)c1ccc(Cl)cc1	-13%	-8%	28%	-17%	9%	-39%[inhibitor]	-2%	-10%
CCOC(=O)CCc1c(C)c2ccc(OCC(=O)OC(C)C)cc2oc1=O	20%	-5%	10%	-17%	8%	-27%	-4%	24%
CC(CCN1CCC(CN2C(=S)NCC2Cc2ccccc2)CC1)c1ccccc1 (centres undefined)	-4%	-9%	-2%	-7%	9%	-17%	-4%	-2%
O=C(Nc1nncs1)c1ccc(Br)c(S(=O)(=O)N2CCCC2)c1	5%	-6%	6%	4%	4%	-10%	-1%	-23%
Cc1cc(N2CCN(c3ccccc3)CC2)nc(NCc2ccccc2)n1	-8%	5%	-7%	7%	-1%	-8%	12%	34%
CCc1ccccc1NC(=O)NC1CC2CCC(C1)N2Cc1ccco1 (centres undefined)	-11%	-4%	-8%	17%	-4%	i	8%	-13%
COc1cccc(CSc2nccn2C)c1	4%	-4%	3%	u	8%	-1%	-11%	-21%
CCOC(=O)CC1(NC(=O)C2CCC(=O)N(CCc3ccccc3)C2)CCCCC1 (centres undefined)	-2%	-1%	-16%	-3%	9%	-13%	-12%	15%
Nc1ccccc1SC(CC(=O)c1ccccc1)c1ccccc1 (centres undefined)	4%	16%	1%	-14%	17%	-34%[inhibitor]	-14%	18%
COc1cc(OC)nc(NC(=O)NS(=O)(=O)c2ccc(OC(F)(F)F)cc2)n1	-5%	1%	-4%	-2%	1%	-18%	-6%	16%
CCOC(=O)c1c(-c2cccs2)csc1NC(=O)CCCC(=O)O	-5%	12%	-3%	0%	8%	i	-6%	26%
CC(=O)Nc1ccc(Oc2sc(C(=O)c3ccccc3)c(N)c2C#N)cc1	18%	0%	1%	-21%	-3%	-23%	-6%	-5%
O=C(CSc1nnc(CSc2nc3ccccc3s2)o1)NC1CCCCC1	-2%	-18%	-11%	10%	1%	-7%[57.5 µM]	2%[57.1 µM]	8%

(more compounds)
SMILES	TDP-43 yeast inh	aSyn rescue	EPAC1 ag	EPAC1 antagonist	EPAC2 ag	PTHR1 ag	EPAC2 antag	FUS yeast rescue
O=C(c1cnc2c(c1)COc1ccc(Cl)cc1-2)c1ccccc1O	5%&3%	4%	6%	-21%	2%	-24%	-8%	16%&-43%
C=C(C)CNC(=S)N/N=C(\C)c1ccc(Cl)s1	15%	2%	-3%	-6%	-19%	i	4%	x
CCSc1nn2c(=O)c3ccccc3nc2s1	u	-2%	-4%	4%	-82%[inhibitor][15.6 µM]	-17%[57.5 µM]	-6%	-10%
COc1ccccc1N1C(=O)CCC1(C#N)c1ccccc1 (centres undefined)	-9%	0%	3%	1%	-2%	-3%[57.5 µM]	10%	4%
CN(C)CCO[C@@H](c1ccc(Cl)cc1)c1ccccn1	-3%	-20%	-11%	15%	-6%	i	0%	-1%
O=C1OC(c2ccccc2)=N/C1=C\N1CCCCC1	-15%	-1%	-2%	14%	5%	-8%[57.5 µM]	4%	9%
c1csc(-c2cc(N3CCCCC3)c3ccccc3n2)c1	3%	12%	3%	8%	10%	-8%	u	10%
Cc1cccc2cc(C#N)c(NCCNS(=O)(=O)c3ccc4c(c3)OCCO4)nc12	12%	25%	18%	-7%	19%	-4%[57.5 µM]	-10%	23%
CC(C)OCCCN1CN(S(=O)(=O)c2cccs2)c2nc3ccccc3nc21	13%	5%	1%	-9%	5%	i	-3%	6%
CCN(CC)S(=O)(=O)c1ccc(/C=C/C(=O)Nc2ccc(N3CCOCC3)cc2)cc1	11%	-4%	4%	-14%	-8%	-39%[inhibitor]	-13%	0%
C[C@]12CC[C@H](OC(=O)CCC(=O)O)CC1=CCC1C2CC[C@@]2(C)C1CC[C@@H]2N (some centres undefined)	-2%	-9%	4%	29%	4%	-16%	3%	14%
N#Cc1cccnc1N1CCN(C(=O)c2cccc3c2C(=O)c2ccc(-c4ccc(F)cc4OCc4ccccc4)cc2S3(=O)=O)CC1	11%	2%	-2%	1%	7%	-38%[inhibitor]	8%	38%
Cc1ccc(NC(=O)CCC(=O)NNC(=O)/C=C/C(=O)O)c(C)c1	28%	7%	7%	8%	1%	-22%	3%	6%
CC(C)N(Cc1cn(C)nc1-c1cccc(Cl)c1)CC1CCC(=O)N1 (centres undefined)	6%	0%	3%	-13%	6%	i	5%	-6%
COc1cccc(C(=O)CN2C(=O)C(C)(C)Oc3ccc(C(=O)N4CCCCCC4)cc32)c1	-5%	12%	13%	-12%	9%	i	-1%	29%
COc1ccc(S(=O)(=O)Nc2cc3c(cc2C(C)=O)OCO3)cc1	0%	6%	-1%	2%	6%	i	-26%	6%
CCOc1ccc(S(=O)(=O)N2CCC(C(=O)NC3CC3)CC2)cc1C	12%	-1%	1%	10%	-5%	-9%	-10%	-2%
CCOc1ccc(N=C2NC(=O)C(CC(=O)O)S2)cc1 (centres undefined)	1%	-2%	-5%	12%	-1%	i	-3%	4%
CCN(C(=O)CN1C(=O)COc2ccc(S(=O)(=O)N3CCOCC3)cc21)c1ccc(OC)cc1	12%&14%	-5%	6%	15%	5%	-14%	1%	10%&12%
CCN(CC)S(=O)(=O)c1ccc(C(=O)OCC(=O)NCCN2C(=O)CSC2=O)cc1	5%	-5%	0%	-18%	4%	-2%	14%	-38%
CCCCCCn1c(N2CCC(C(N)=O)CC2)nc2c1c(=O)n(C)c(=O)n2C	-5%	-5%	4%	2%	-2%	i	-2%	21%
O=C(c1ccccc1)N1CCC(O)(c2cccnc2)CC1	9%	5%	8%	-5%	-2%	-30%[inhibitor]	-13%	-21%
O=C(O)C1CCN(C(=O)CSc2nc3ccccc3c(=O)n2-c2ccc(Cl)cc2)CC1	2%	4%	-4%	-9%	4%	15%	9%	11%
CCn1c(/N=C/c2ccccc2O)nc2ccccc21	-8%	-11%	5%	-25%	6%	-32%[inhibitor]	-5%	-6%
CCOC(=O)C1=C(C)NC(=O)NC1c1cn(-c2ccccc2)nc1-c1ccc(OC(C)C)cc1 (centres undefined)	10%	1%	x	x	x	-17%	x	u

The last two entries of the part before lead into the next:
SMILES	TDP-43 yeast inh	aSyn rescue	EPAC1 ag	EPAC1 antagonist	EPAC2 ag	PTHR1 ag	EPAC2 antag	FUS yeast rescue
CCn1c(/N=C/c2ccccc2O)nc2ccccc21	-8%	-11%	5%	-25%	6%	-32%[inhibitor]	-5%	-6%
CCOC(=O)C1=C(C)NC(=O)NC1c1cn(-c2ccccc2)nc1-c1ccc(OC(C)C)cc1 (centres undefined)	10%	1%	x	x	x	-17%	x	u
COc1ccc(CNC(=O)C2CCN(C(=O)c3ccc(F)cc3)CC2)cc1OC	21%	-2%	0%	-21%	5%	-6%	3%	-4%
COc1ccc(-c2nn(-c3ccccc3)cc2/C=N/Nc2cccc(C(=O)O)c2)cc1	0%	-11%	2%	-7%	2%	-16%	1%	35%
O=c1c2ccccc2c(C=Nc2ccccc2O)c(O)n1-c1nccs1	13%	4%	-1%	4%	2%	-27%	8%	-15%
CCCCn1c(Nc2ccc(OC)cc2)nc2ccccc21	13%	-3%	4%	-8%	2%	-2%	7%	-22%
CC(C)COC(=O)N(C)C[C@H]1OCc2cnnn2CCCC(=O)N([C@H](C)CO)C[C@H]1C	0%	0%	-1%	-8%	-5%	-7%	7%	-23%
COc1ccc(Cn2cc(CN3CCc4onc(-c5ccccc5OC)c4C3=O)nn2)cc1	u	0%	12%	-2%	3%	-34%[inhibitor]	2%	29%
COCCOC(=O)c1c(C)oc2ccc(OCc3cc(C(=O)OC)oc3C)cc12	-25%	-7%	15%	13%	14%	-50%[inhibitor]	9%	27%
c1ccc2[nH]c(CN3CCN(c4ncnc5c4oc4ccccc45)CC3)nc2c1	-21%	-3%	-5%	11%	1%	-4%	5%	13%
CCOC(=O)c1sc(NC(=O)CCN2C(=O)C3CCCCC3C2=O)cc1C (centres undefined)	21%	-7%	13%	2%	8%	-16%	-6%	-10%
Cc1ccc(C(=O)N/C(=C/c2ccc(N(C)C)cc2)C(=O)NCC2CCCO2)cc1 (centres undefined)	0%	2%	3%	-8%	4%	-20%	-2%	14%

This is a subset; the hit share may differ from the screen's.
